Screening results deposited in PubChem BioAssay by National Center for Advancing Translational Sciences (NCATS).
GAA inhib – blocks human lysosomal alpha-glucosidase; hit rate 0.005% among 200,000; Potency, µM (highest dose often 76.9 µM), without a hit: at the top dose activity change, negative = inhibition, most hits filed as inhibitors; P10253; purified human GAA, 4-MU-alpha-glucoside fluorescence;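 also: potency is read from the fitted curve at half-maximal effect; plate controls were uninhibited enzyme wells for no effect and no-enzyme background for full effect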
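Activity normalized between no-enzyme (basal) and enzyme-only wells. Conditions: 4 nM human enzyme, 400 uM fluorogenic substrate, citrate/phosphate pH 5.0 with Tween-20, 20 min room temperature, compounds up to 77 uM.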
CBFb RUNX1 block – blocks binding between human CBF-beta and RUNX1 | Potency, µM (titrated, usually from 59.8 µM), inactives show at the highest dose activity, negative = inhibition, most hits filed as inhibitors | AID 1477 | AlphaScreen CBFb-His/RUNX1-biotin binding, biochemical | 230,000 tested, under 10 active | Q01196+Q13951; also: % of control where 0% means no effect
Target sequence (Q01196 whole entry, looked up): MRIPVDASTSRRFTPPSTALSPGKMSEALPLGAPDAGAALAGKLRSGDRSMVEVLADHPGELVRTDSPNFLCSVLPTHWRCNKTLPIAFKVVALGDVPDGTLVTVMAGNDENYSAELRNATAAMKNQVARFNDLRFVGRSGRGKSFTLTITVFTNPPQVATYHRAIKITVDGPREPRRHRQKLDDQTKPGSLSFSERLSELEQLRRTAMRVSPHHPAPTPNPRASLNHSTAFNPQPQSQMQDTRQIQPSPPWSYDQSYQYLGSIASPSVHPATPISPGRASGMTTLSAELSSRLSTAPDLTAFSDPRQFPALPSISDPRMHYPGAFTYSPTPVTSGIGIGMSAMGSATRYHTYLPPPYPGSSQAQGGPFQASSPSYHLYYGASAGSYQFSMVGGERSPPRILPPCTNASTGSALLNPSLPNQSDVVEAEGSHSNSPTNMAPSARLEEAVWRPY
Target sequence (Q13951 whole entry, looked up): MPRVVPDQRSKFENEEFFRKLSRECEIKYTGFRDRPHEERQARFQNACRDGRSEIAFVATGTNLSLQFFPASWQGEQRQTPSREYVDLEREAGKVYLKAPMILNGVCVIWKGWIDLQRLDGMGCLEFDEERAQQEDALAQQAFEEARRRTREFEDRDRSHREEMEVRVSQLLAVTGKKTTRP
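Inhibition was taken as any reduction in AlphaScreen signal from the CBF-beta–RUNX1 pair (His and biotin tags, 30 nM each), measured after compound (15 min) and bead (90 min) incubations at room temperature.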
HttQ103 aggreg – inhibitors of mutant huntingtin aggregate formation in PC12 cells; Potency, µM (highest dose often 46.1 µM), inactives show at the top dose activity change, negative = inhibition, usual class: inhibitors; PC12 HttQ103-GFP aggregates, Acumen cytometry, 40 h; hit rate 1.1% among 220,000; also: potency is read from the fitted curve at half-maximal effect; % is scaled to controls: 0 for no effect and ±100 for the full control effect; nearly all actives have a fitted effect of over 60% in size
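Using laser scanning cytometry, GFP-positive aggregates were counted after lysis of PC12 cells induced with 100 nM tebufenozide to express HTT exon 1 Q103–GFP. Compounds were tested in titration.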
HTT ATP protect – protects HTT-Q103 PC12 cells, measured by ATP | PC12 HTT-Q103 induced, cytoprotection, ATP luminescence, 40 h | Potency, µM (titrated, usually from 56.4 µM), for the others: cytoprotection (ATP increase), actives largely listed as activators | hit rate 0.14% among 230,000;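 also: potency is read from the fitted curve at half-maximal effect; % of control where 0% means no effect; nearly all actives have a fitted effect of over 45% in size; toxic huntingtin expression switched on by the ecdysone agonist tebufenozide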
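Quantitative HTS on tebufenozide-induced (100 nM) PC12 cells expressing HTTQ103 exon 1–GFP; compounds tested as a concentration series; survival measured via cellular ATP.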
Lamin A splicing – LMNA splicing modulation; HeLa LMNA splicing GFP/RFP minigene ratio, 48 h; Potency, µM (series often up to 46.1 µM), for inactives: at the top dose ratio change, negative = inhibition, most hits filed as inhibitors; hit rate 0.01% among 200,000; active = well fitted inhibition curve with a large enough effect in the signal ratio, with a control signal flat, not every such curve was filed as active; inconclusive = small, poorly fitted or top-dose-only effect, or effect the other way, or a change in a side signal; the % refers to the signal ratio; also: potency is read from the fitted curve at half-maximal effect; % is scaled to controls: 0 for no effect and ±100 for the full control effect
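S3 HeLa cells stably expressing lamin A-EGFP splicing minigene plus DsRed2, 600 cells/well, 48 h compound exposure at 37C. Laser-scanning cytometry; analysed as GFP (500-530 nm)/RFP (575-640 nm) total intensity ratio; 0.5% DMSO vehicle.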
GAA glycogen – alters human alpha-glucosidase cleavage of glycogen; AID 2100; hit rate 0.38% among 300,000; P10253; recombinant GAA, glycogen substrate, Amplex Red glucose oxidase fluorescence; Potency, µM (titrated, usually from 76.4 µM), for inactives: at the highest dose activity change, negative = inhibition, hits mostly inhibitors;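 also: potency is read from the fitted curve at half-maximal effect; 0% = full enzyme reaction and -100% = no-enzyme basal signal; the screen sought inhibitors and activators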
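Recombinant human enzyme (4 nM); glycogen substrate; 37 C, 40 min, pH 5.0. Readout: coupled glucose oxidase/Amplex Red fluorescence.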
GAA spleen mod – inhibits or activates alpha-glucosidase in human spleen homogenate | AID 2112 | hit rate 0.006% among 240,000 | human spleen homogenate, 4-MU-alpha-glucoside fluorescence | P10253 | Potency, µM (series often up to 79.9 µM), for the others: top-dose activity change, negative = inhibition, usual class: inhibitors;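 also: potency is read from the fitted curve at half-maximal effect; 0% = enzyme with vehicle and -100% = no enzyme basal signal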
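Enzyme source: human spleen homogenate, 1 ug/well. Buffer 50 mM citric acid/K phosphate pH 5.0, 0.01% Tween-20. 4-MU-alpha-glucoside 1 mM; 37 C x 40 min; NaOH/glycine stop; fluorescence.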
Active calls of the source: *; ? = inconclusive; / = no result given; & = joins results of further samples; [ ] = remark or other dose. Unless noted, calls follow the shape of the dose curve; as a rule, active = well fitted curve in the direction sought with a large enough effect; inconclusive = small, poorly fitted or top-dose-only effect, or another doubt; inactive = no such curve, though single readings can be large; an effect the other way counts as inactive or inconclusive.

Screens in order: HttQ103 aggreg	GAA glycogen	CBFb RUNX1 block	GAA inhib	GAA spleen mod	HTT ATP protect	Lamin A splicing
COc1cc(SC#N)ccc1N=Cc1c(C)[nH]n(-c2ccc(C)cc2)c1=O
→ -33%	13%	-10%	-8%	0%	15%[10 µM]	?
O=C(c1sccc1Br)N1CCN(Cc2ccc3c(c2)OCO3)CC1
→ -14%[9.22 µM]	-1%	5%	/	-2%	21%[10 µM]	/
C/C(=C\C#N)n1nc(C)cc1N
→ -2%	3%	0%	-3%	1%	2%	-4%
COCc1cc(Sc2ccc(Cl)cc2)nc(C)n1
→ -2%[9.22 µM]	1%	3%	12%	-1%	-1%	1%[46 µM]
C/C(=N\NC(=S)NCCc1ccccc1)c1cccc(Br)c1
→ -14%	-27%	-24%	2%	-3%	?	/
CCOc1ccc(C(=O)OCC(=O)Nc2cc(C)on2)cc1OCC
→ 7%	1%	-2%	-1%	-3%	-14%	0%
Cc1cc(=O)c2cc(Br)ccc2n1CC(=O)NCc1ccccc1
→ ?	3%	7%	/	-3%	?	/
CCCCS(=O)CC(CS(=O)CCCC)OC(=O)c1ccccc1 (stereo not drawn)
→ -13%	3%	2%	6%	-4%	-2%	2%
NCCSSCCN
→ 23%[9.22 µM]	5%	1%&5%&10%	/	-7%&-9%&-10%	?	-9%
C=CCN1C(=O)/C(=C\c2cccs2)C(C(=O)OC)=C1C
→ -9%	4%	-13%	-6%	-3%	23%	2%
CS(=O)(=O)N1CCN(c2ccc(Cl)cc2[N+](=O)[O-])CC1
→ -8%	-2%	-1%	-2%	-4%	23%[10 µM]	?
COc1ccc(C(=O)Nc2ccc(S(=O)(=O)Nc3onc(C)c3C)cc2)cc1
→ -6%	5%	4%	1%	0%	-27%[10 µM]	11%
CC(=O)c1c(C)nn(CC(O)COc2ccc3c(c2)CCC3)c1C (stereo not drawn)
→ ?	0%	3%	-14%	-4%	5%[10 µM]	?
O=C(CCS(=O)(=O)Cc1ccccc1)N1CCc2ccccc2C1
→ -5%	1%	0%	-12%	-2%	-4%	2%
Cn1c2ccccc2c2n[nH]c(=O)nc21
→ -15%	10%	-3%	-11%	-1%	-36%[inhibitor]	/
N=c1c2c(n(Cc3ccc(Br)cc3)c3c1CCC3)CCCC2
→ ?	13%	1%	2%	-8%	-38%[10 µM]	?
CC(C)OC(=O)CSc1nnc(COc2ccc([N+](=O)[O-])cc2)n1C
→ 16%	13%	11%	-2%	-1%	-3%[10 µM]	-9%[46 µM]
CCOC(=O)C1=C(CC)Nc2ccccc2N=C1NC(=O)Nc1ccc(Cl)c(Cl)c1
→ -88%	2%	-2%	-10%	-4%	-30%	?
CC(C)CN(CCNC(=O)CC1Oc2ccccc2NC1=O)CC(C)C (stereo not drawn)
→ 15%	10%	4%	-10%	-2%	-20%	-4%
CCOC(=O)c1c(CC(C)C)csc1NC(=O)COC(=O)c1cc(OC)c(OC)cc1[N+](=O)[O-]
→ -11%	12%	9%	-2%	0%	23%[10 µM]	-6%

Reformatted field by field: two of the compounds above
structure: COc1cc(SC#N)ccc1N=Cc1c(C)[nH]n(-c2ccc(C)cc2)c1=O
  HttQ103 aggreg: -33%
  GAA glycogen: 13%
  CBFb RUNX1 block: -10%
  GAA inhib: -8%
  GAA spleen mod: 0%
  HTT ATP protect: 15%[10 µM]
  Lamin A splicing: ?
structure: O=C(c1sccc1Br)N1CCN(Cc2ccc3c(c2)OCO3)CC1
  HttQ103 aggreg: -14%[9.22 µM]
  GAA glycogen: -1%
  CBFb RUNX1 block: 5%
  GAA inhib: /
  GAA spleen mod: -2%
  HTT ATP protect: 21%[10 µM]
  Lamin A splicing: /

Following part.
Screens in order: HttQ103 aggreg	GAA glycogen	CBFb RUNX1 block	GAA inhib	GAA spleen mod	HTT ATP protect	Lamin A splicing
COC(=O)c1cc(Br)c(=O)n(-c2ccccc2OC)c1
→ 7%	5%	-1%	-1%	-1%	-7%	0%
CC(C)(C)C(=O)Nc1nc(-c2ccc3c(c2)OCO3)cs1
→ 4%[9.22 µM]	-3%	-7%	-1%	-9%	-20%	?
CCC(C)NC(=O)Cn1c(=O)n(CCCCCC(=O)Nc2ccccc2)c(=O)c2sccc21 (stereo not drawn)
→ -1%	14%[76.3 µM]	3%	2%	1%	3%[10 µM]	-9%
c1ccn(-c2ccc(-c3ccn[nH]3)cc2)c1
→ 0%	-11%	0%	-1%	-9%	-20%[10 µM]	2%[9.22 µM]
Cc1cc(C(=O)NCCN2CCN(c3cccc(Cl)c3)CC2)n(-c2ccccc2)n1
→ -2%	-7%	5%	-11%	-4%	-42%[inhibitor]	?
O=C(NCC1CCCO1)[C@@H]1CSC2c3ccccc3C(=O)N21 (stereo partly drawn)
→ -13%	11%	1%	-12%	7%	7%	10%
COc1ccccc1S(=O)(=O)Cc1ccc(C(=O)N2CCN(c3ccccc3)CC2)o1
→ ?	-15%	1%	2%	-1%	-8%[0.074 µM]	?
COc1ccc(C)cc1NC(=O)NCc1ccccn1
→ 16%	1%	11%	10%	-5%	/	/
COC(=O)[C@@]1(Cc2ccc(F)cc2)[C@H]2c3cc(C(=O)N4CCCC4)n(Cc4ccc(Cl)c(C(F)(F)F)c4)c3C[C@H]2CN1C(=O)c1ccccc1
→ /	/	4%	/	-4%	3%	/
COc1ccccc1NS(=O)(=O)c1cccc(NC(=S)NCCN2CCOCC2)c1
→ 15%	6%	1%	-22%	-8%	19%[10 µM]	1%
O=Cc1ccc(OC(=O)c2cccnc2)cc1
→ 7%	6%	-8%	8%	-11%	-14%[10 µM]	-4%[46 µM]
CCN1CCN(CCCN(Cc2ccco2)C(=S)Nc2ccc(C)c(Cl)c2)CC1
→ 17%	2%	-9%	1%	-3%	-2%	-18%[46 µM]
CCOC(=O)COc1cccc2c(=O)n(CC(=O)NCc3ccc(F)cc3)ccc12
→ 0%[9.22 µM]	1%	6%	/	-2%	13%[10 µM]	/
Cc1nc(CN2CCN(C(=O)c3ccc(Br)cc3)CC2)cs1
→ 7%	-2%	3%	-12%	-6%	12%[0.074 µM]	-10%
O=C(Nc1ccc(Cl)c([N+](=O)[O-])c1)c1ccc(NCCCN2CCOCC2)c([N+](=O)[O-])c1
→ 1%	-6%	5%	2%	-7%	18%[10 µM]	-2%
O=C(Nc1nn(Cc2ccccc2F)cc1Br)c1cccs1
→ 2%	-8%	4%	-2%	-7%	-10%	-5%
COc1ccc(OC(C)C(=O)NCc2cccnc2)cc1 (stereo not drawn)
→ ?	5%	8%	-6%	0%	10%[0.074 µM]	5%
CCC/C=C(\CCC)C(NC(=O)c1ccccc1)c1ccccc1 (stereo not drawn)
→ /	/	17%	/	-4%	4%	/
O=C(O)C1CSC2(c3ccc(Br)cc3)CCC(=O)N12 (stereo not drawn)
→ 4%	5%	2%	5%	0%	?	2%[46 µM]
O=C(CCn1ccnc1)Nc1nc2ccccc2[nH]1
→ 5%	-2%	-2%	8%	-1%	-26%	-17%[46 µM]

Next section:
Screens in order: HttQ103 aggreg	GAA glycogen	CBFb RUNX1 block	GAA inhib	GAA spleen mod	HTT ATP protect	Lamin A splicing
O=c1c2ccccc2nnn1CSc1ncnc2ccccc12
→ /	3%	1%	-5%	-7%	22%	?
Cn1nc(-c2ccccc2)c(C(O)c2ccccc2C(F)(F)F)c1Cl (stereo not drawn)
→ -10%	-6%	9%	-3%	-4%	-9%[10 µM]	-15%
O=C(N/N=C/c1cccnc1)c1ccc(CN2c3cccc4cccc(c34)S2(=O)=O)cc1
→ 9%	20%	-12%	-12%	7%	/	/
COC(=O)c1c(C)oc2ccc(N(C(=O)Oc3ccccc3)S(=O)(=O)c3ccc(Cl)c([N+](=O)[O-])c3)cc12
→ -17%	6%	17%	-4%	-3%	3%[10 µM]	?
CCOC(=O)N1CCN(C(=S)Nc2ccccc2C)CC1
→ -1%	-4%	1%	1%	-1%	-2%[0.074 µM]	?
O=C(N/N=C/C=C\c1ccccc1[N+](=O)[O-])c1ccncc1
→ 1%	-7%	-4%	-5%	1%	-7%	/
Cc1nn(CCc2n[nH]c(=S)n2-c2cccc(Cl)c2)c(C)c1[N+](=O)[O-]
→ 4%	-10%	4%	-2%	-3%	-2%	4%
COC(=O)C1SCC2C(=O)N(Cc3ccccc3)CC(=O)N21 (stereo not drawn)
→ -2%	4%	?	-14%	-6%	-30%	/
Cc1cc(SCC(=O)c2ccccc2)nc(C)n1
→ -9%	-4%	7%	5%	-8%	-24%[0.074 µM]	3%
CCOC(=O)C1=C(c2ccccc2)NC(=S)NC1c1cc([N+](=O)[O-])ccc1OC (stereo not drawn)
→ 12%	-5%	-16%	-1%	-6%	11%	1%
COc1cccc2cc(C(=O)N3CCN(C(=O)c4ccco4)CC3)c(=O)oc12
→ -1%	-6%	6%	4%	1%	16%[10 µM]	0%
CCn1nc(C)c(/C=C/C(=O)Nc2ccc(C)cc2C)c1C
→ 0%	3%	-1%	-5%	3%	30%[10 µM]	?
O=C(NCCO)c1cc2cc(Cl)cc(Cl)c2oc1=O
→ 1%	0%	4%	2%	1%	-46%[inhibitor]	-9%[46 µM]
O=C(COc1cccnc1[N+](=O)[O-])c1c[nH]c2ccccc12
→ 13%[9.22 µM]	0%	11%	-7%	5%	9%[10 µM]	-4%[46 µM]
O=C(O)c1ccccc1C(=O)NNc1ccc(F)cc1F
→ -6%	?	17%	-6%	4%	-26%	8%[46 µM]
Cc1ccccc1C1=Nn2c(nnc2-c2ccco2)SC1
→ 3%[9.22 µM]	3%	7%	/	-5%	8%[10 µM]	/
Cc1cccc(NC2=NC(C)(C)N=C(N)N2)c1C
→ 14%	-3%	-1%	-1%	8%	5%[10 µM]	-4%
Cc1cc(-c2ccccc2)n2nc(C)c(C#N)c2n1
→ -12%	-3%	2%	3%	-3%	8%	-10%
COc1cc(NC(=O)Cn2nc(Cc3cccnc3)c3ccccc3c2=O)cc(OC)c1OC
→ -4%	-14%[76.3 µM]	1%	-7%	3%	-18%	9%
CN(C)c1ccc(C(CNS(=O)(=O)c2ccc(F)c(F)c2)c2c[nH]c3ccccc23)cc1 (stereo not drawn)
→ -23%	-4%	?	?	-3%	-1%[10 µM]	-19%
CCOC(=O)/C=C/CCC/C=C/C(=O)c1ccccc1
→ /	/	-2%	/	-7%	2%	/
COc1ccc(CC(=O)Nc2nnc(C(C)(C)C)s2)cc1OC
→ /	3%	-5%	9%	-4%	/	6%[46 µM]
O=C(Cn1nc(C(F)F)cc1C(F)F)N/N=C/c1ccc2c(c1)OCO2
→ 3%	-2%	3%	-13%	-12%	22%	8%
